AmpC detergent = blocks E. coli AmpC beta-lactamase in detergent assay | hit rate 0.041% among 370,000 | AID 485294 | P00811 | AmpC hydrolysis of nitrocefin, absorbance 480 nm, 0.01% Triton | Potency, µM (top dose mostly 114 µM), inactives show top-dose activity change, negative = inhibition, most hits filed as inhibitors;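 note: potency is the fitted concentration of half-maximal effect; 0% = no-compound wells and -100% = no-enzyme wells; nearly all actives have a fitted effect of over 25% in size; some results filed as inactive show a strong effect at the top dose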
Target sequence (P00811 whole entry, looked up): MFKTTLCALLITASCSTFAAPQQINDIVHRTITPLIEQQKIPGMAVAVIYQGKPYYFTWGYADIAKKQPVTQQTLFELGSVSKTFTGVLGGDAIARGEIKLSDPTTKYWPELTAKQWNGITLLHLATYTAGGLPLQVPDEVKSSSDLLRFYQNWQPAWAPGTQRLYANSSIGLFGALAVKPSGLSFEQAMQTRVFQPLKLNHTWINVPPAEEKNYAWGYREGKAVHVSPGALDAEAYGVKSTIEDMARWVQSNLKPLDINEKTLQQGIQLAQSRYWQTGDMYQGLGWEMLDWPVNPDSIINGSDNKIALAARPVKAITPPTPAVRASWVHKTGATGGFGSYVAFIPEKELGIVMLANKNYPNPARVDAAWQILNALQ
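20 mM phosphate pH 7.0 + 0.01% (detergent screen) or 0.0001% Triton X-100; 5.3 nM AmpC reagent; cpd preinc 15 min RT; nitrocefin (800 uM stock) to start; A480 q20 s × 4 min; Activity was normalised to no-enzyme and no-compound control wells.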
AMA1-RON2 inh = AMA1-RON2 (P. falciparum) interaction inhibition; Potency, µM (titrated, usually from 58.2 µM), inactives show top-dose activity change, negative = inhibition, most hits filed as inhibitors; AlphaScreen AMA1-biotinylated RON2 peptide binding; hit rate 0.2% among 360,000;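 note: potency is the fitted concentration of half-maximal effect; 0% = vehicle wells and -100% = peptide control; nearly all actives have a fitted effect of over 45% in size; some results filed as inactive show a strong effect at the top dose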
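AMA1 (3D7) with his tag at 25 nM final met compounds first, then biotinylated RON2 peptide at 25 nM; detection used donor plus acceptor beads, 10 µg/mL apiece, read by AlphaScreen after 30 min at room temperature.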
AmpC inh no detg = AmpC beta-lactamase inhibition without detergent; Potency, µM (doses to about 57.1 µM), inactives show at the top dose activity change, negative = inhibition, usual class: inhibitors; AmpC nitrocefin hydrolysis, absorbance 480 nm, 0.0001% Triton; P00811; hit rate 0.52% among 330,000;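 note: potency is the fitted concentration of half-maximal effect; plate controls were no compound for no effect and no enzyme for full effect; nearly all actives have a fitted effect of over 20% in size; some results filed as inactive show a strong effect at the top dose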
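20 mM phosphate pH 7.0 + 0.01% (detergent screen) or 0.0001% Triton X-100; 5.3 nM AmpC reagent; cpd preinc 15 min RT; nitrocefin (800 uM stock) to start; A480 q20 s × 4 min; Activity was normalised to no-enzyme and no-compound control wells.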
Giardia FBPA inh = Giardia lamblia aldolase inhibition. Potency, µM (series often up to 59.6 µM), without a hit: at the top dose activity, negative = inhibition, hits mostly inhibitors. purified Giardia FBPA. hit rate 0.71% among 290,000. AID 2451. A8B2U2; note: potency is the fitted concentration of half-maximal effect; nearly all actives have a fitted effect of over 55% in size
Target sequence (A8B2U2 whole entry, looked up): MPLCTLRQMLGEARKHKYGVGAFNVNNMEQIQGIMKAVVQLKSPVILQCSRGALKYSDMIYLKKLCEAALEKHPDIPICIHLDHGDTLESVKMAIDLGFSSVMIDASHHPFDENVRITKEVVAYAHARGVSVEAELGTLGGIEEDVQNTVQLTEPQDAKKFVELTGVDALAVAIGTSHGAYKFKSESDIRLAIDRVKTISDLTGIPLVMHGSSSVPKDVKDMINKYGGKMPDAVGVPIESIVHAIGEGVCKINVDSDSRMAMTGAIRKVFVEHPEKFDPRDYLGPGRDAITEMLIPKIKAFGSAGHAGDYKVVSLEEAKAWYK
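40 nM FBPA preincubated 10 min at RT with compound (up to 57.5 uM final), then substrate plus GAPDH/TPI/NAD/arsenate coupling and diaphorase/resazurin added. Fluorescence read after 20 min at RT, 525/598 nm.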
HCMV inh = human cytomegalovirus inhibition. HFF cells, HCMV-luciferase reporter, 72 h; stronger effect = lower value. activity change, negative = inhibition, % at 57.5 µM. hit rate 4.5% among 410,000. AID 1259415; in the data active = activity change below about -60%; inconclusive = no clear call, values can overlap the other calls; inactive = above about -39%
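Screen run at 2 compound doses on HFFs infected with reporter HCMV, MOI 1 PFU/cell. Luciferase activity from cell lysates at 72 h post infection gave inhibition relative to buffer-only and Salinomycin wells.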
Sm TGR inh = blocks Schistosoma mansoni thioredoxin glutathione reductase; Q962Y6; purified TGR, DTNB reduction, TNB absorbance 405 nm; Potency, µM (titrated, usually from 114 µM), for the others: at the highest dose activity change, negative = inhibition, most hits filed as inhibitors; hit rate 3% among 360,000; note: potency is the fitted concentration of half-maximal effect; nearly all actives have a fitted effect of over 60% in size
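First, TGR (20 nM dispensed) and NADPH were mixed with compound. Second, a 15 min room-temperature incubation followed. Third, further NADPH and then DTNB were added to start the reaction. Finally, TNB absorbance was monitored kinetically.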
An asterisk follows results filed as active; ? = inconclusive; / = no result given; & = joins results of further samples; [ ] = remark or other dose. Unless noted, calls come from the whole dose curve; as a rule, active = well fitted curve in the direction sought with a large enough effect; inconclusive = small, poorly fitted or top-dose-only effect, or another doubt; inactive = no such curve, though single readings can be large; an effect the other way counts as inactive or inconclusive. Unless noted, % is set by controls: 0 for no effect and ±100 for the full control effect. The order is random; overall some 7.8% were active at least once.

Below each compound – AmpC detergent	AMA1-RON2 inh	AmpC inh no detg	Giardia FBPA inh	HCMV inh	Sm TGR inh
> CC1CN(c2ccccc2)CCN1C(=O)c1cc(COc2c(F)cccc2F)on1 (centres undefined)
  -11%	-10%	-39%	-6%	-7	-25%
> Cc1sc2ncn(CC(=O)NC3CCCCC3)c(=O)c2c1C
  0%	25%	-24%	/	-30	-9%
> O=C(NCCC1=CCCCC1)C1CCN(S(=O)(=O)c2ccccc2)CC1
  2%	-15%	17%	5%	-5	/
> COc1ccc(NC(=O)C2CCCN(S(=O)(=O)c3ccc4[nH]c(=O)ccc4c3)C2)cc1OC (centres undefined)
  -10%&19%	-1%	-11%	0%	-6&-5	-20%&0%
> COC(=O)c1ccc(COc2ccc(/C=C/C(=O)c3ccc(OC)c(CSCC(=O)O)c3)cc2OC)cc1
  14%	-12%	142%[activator]	/	26	-8%
> COc1ccccc1-c1nn(-c2ccccc2)cc1C(=O)N1CCc2ccccc2C1
  -17%	-8%	107%[activator]	/	0	1%
> CC(=O)Nc1ccc(S(=O)(=O)NCCc2cc3c(C)ccc(C)c3[nH]c2=O)cc1
  -9%	9%	-18%	9%	9	2%
> Cc1ccc(NC(=O)CSCC(=O)Nc2nnc(C3CC3)s2)cc1
  -9%	16%	-7%	/	24	0%
> Cc1ccc(S(=O)(=O)n2nc(-n3c(C)ccc3C)c3c(F)cccc32)c2ccccc12
  4%	-9%	-6%	0%	16	1%
> CCCC(=O)NCCCc1nc2ccccc2[nH]1
  ?	17%	-4%	-2%	5	8%
> COc1cc(Cl)ccc1OCc1cc(C(=O)N(C)C2CC(C)(C)NC(C)(C)C2)no1
  -5%	0%	19%	/	-4	0%
> Cc1cccc2nc(Cn3c(=O)n(CCCC(=O)NCc4ccco4)c(=O)c4ccccc43)cc(=O)n12
  ?	8%	69%[activator]	0%	14	?
> CCOCCCNC(=O)c1cc(Sc2cccc(Cl)c2)nc2ccccc12
  5%	/	/	/	?	13%
> CC(C)N1C(=O)CCC1C(=O)NCc1ccc(F)cc1Cl (centres undefined)
  0%	5%	-7%	4%	61	-10%
> CC(=O)Nc1ccc(NC(=O)CSc2nc(N)c(NC(=O)c3ccccc3F)c(=O)[nH]2)cc1
  -13%	-9%	-10%	/	4	89µM*

In another format: results already given.
Structure: Cc1ccc(S(=O)(=O)n2nc(-n3c(C)ccc3C)c3c(F)cccc32)c2ccccc12
  AmpC detergent: 4%; AMA1-RON2 inh: -9%; AmpC inh no detg: -6%; Giardia FBPA inh: 0%; HCMV inh: 16; Sm TGR inh: 1%
Structure: CCCC(=O)NCCCc1nc2ccccc2[nH]1
  AmpC detergent: ?; AMA1-RON2 inh: 17%; AmpC inh no detg: -4%; Giardia FBPA inh: -2%; HCMV inh: 5; Sm TGR inh: 8%

More compounds
Below each compound – AmpC detergent	AMA1-RON2 inh	AmpC inh no detg	Giardia FBPA inh	HCMV inh	Sm TGR inh
> COCCCNC(=O)c1ccccc1NS(C)(=O)=O
  -4%	1%	-23%	4%	0	0%
> Cc1ccc(C(=O)/C=C/c2ccc(F)cc2)o1
  -14%	-8%	-11%	-6%	?	-20%
> O=C(COC(=O)c1ccccc1Cl)Nc1nccs1
  4%	3%	-16%	0%	-11	5%
> COC(=O)C1CC(O)CN1C(=O)Nc1cccc(C(F)(F)F)c1 (centres undefined)
  0%	-18%	2%	-1%	9	12%
> CCCc1cc(-c2[nH]ncc2-c2ccc3c(c2)OCCCO3)c(O)cc1O
  -4%	14%	-21%	2%	39	0%
> Cn1c2c(c(=O)n(C)c1=O)CN(Cc1ccc3c(c1)OCO3)CN2
  -15%	13%	-5%	-2%	-4	-1%
> CC(C)CNC(=O)c1ccc(NC(=O)c2ccccc2[N+](=O)[O-])cc1
  -1%	-7%	-38%	4%	43	0%
> CCSc1nc2sc3c(c2c(=O)n1-c1ccc(OC)cc1)CCN(C)C3
  5%	-7%	56%	-5%	-31	5%
> Cc1cccc(NS(=O)(=O)c2ccc(C)c(C(=O)NCc3ccccn3)c2)c1
  -12%	3%	-8%	/	-13	-1%
> CC(C)c1ccc(CNc2ccc3c(c2)ncn3C)cc1
  3%	-18%	21%	15%	42	5%
> Cc1cc(C)n2nc(SCC(=O)N3CCN(c4ccc(F)cc4)CC3)nc2n1
  ?	-3%	64%[activator]	/	-2	4%
> O=C(Cn1cnc2cc([N+](=O)[O-])ccc2c1=O)NCCc1ccc(Cl)cc1
  1%	-6%	-56%	3%	21	/
> CCOC(=O)c1cnc2ccc(OCC)cc2c1NCCc1ccc(OC)c(OC)c1
  11%	/	/	/	-9	11%
> COc1ccc(C2CC(=O)C(C=NCCCN3CCOCC3)=C(O)C2)cc1 (centres undefined)
  -7%	5%	0%	0%	14	?
> Cc1cccc(NC(=O)c2ccc(S(=O)(=O)N3CCN(C)CC3)cc2)c1C
  ?	0%	-17%	-1%	18	-4%

Below each compound – AmpC detergent	AMA1-RON2 inh	AmpC inh no detg	Giardia FBPA inh	HCMV inh	Sm TGR inh
> CCC(C)N1C(=O)S/C(=C/c2ccc(Sc3nc4ccccc4[nH]3)o2)C1=O (centres undefined)
  9%	9%	-9%	-7%	-92*	3%
> COc1ccccc1OCCC(=O)OCC(=O)Nc1ncc(Cl)cc1Cl
  -2%	-3%	-16%	2%	-25	3%
> COc1ccccc1-c1noc(-c2ccc(N3CCN(C)CC3)c([N+](=O)[O-])c2)n1
  -1%	/	/	/	?	5%
> CCCn1cc(CN2CCC(n3nccc3NC(=O)c3ccccc3)CC2)c(C)n1
  4%	2%	41%	/	30	-14%
> CCOC(=O)Cn1c(S(=O)(=O)Cc2ccccc2Cl)nc(-c2ccccc2)c1-c1ccccc1
  5%	-8%	3%	0%	-32	7%
> O=C(CCc1ccc(S(=O)(=O)NCCc2ccccc2)cc1)Nc1ccc2c(c1)OCO2
  0%	0%	-42%	-11%	-4	4%
> Cc1ccc(SCC(=O)OCC(=O)NC(C)c2ccc(F)cc2)cc1 (centres undefined)
  -2%	8%	1%	/	10	-2%
> CCOc1cc(C(=O)Nc2ccc(F)cc2)cc(Br)c1OC
  -4%	32%[activator]	-23%	-6%	-30	-1%
> COc1cccc(-c2nc(CSCC(=O)NCC3CCCO3)c(C)o2)c1 (centres undefined)
  -1%	-6%	27%	0%	35	?
> O=C(Nc1ccccc1N1CCN(C(=O)c2ccccc2)CC1)c1cccc(Cl)c1
  11%	-2%	19%	-7%	-20	8%
> N#C/C(=C\c1ccc(OCc2ccc(Cl)cc2Cl)cc1)c1nc2ccccc2[nH]1
  -4%	/	/	/	20	-12%
> CC(C(=O)N1CCCCC1)N(C)CC(=O)Nc1ccc(Cl)cc1 (centres undefined)
  1%	20%	-3%	6%	-24	?
> O=C(Cc1c(F)cccc1Cl)Nc1ccon1
  -14%	-9%	-12%	-5%	11	-15%
> COc1ccc(-n2c(SCc3ccc([N+](=O)[O-])cc3)nnc2-c2ccccc2)cc1
  8%	-18%	-35%	3%	-18	-4%
> COc1cccc(NC(=O)[C@@H]2CCC(=O)N2C2OC(=O)c3ccccc32)c1 (some centres undefined)
  ?	8%	-13%	2%	21	-10%

Below each compound – AmpC detergent	AMA1-RON2 inh	AmpC inh no detg	Giardia FBPA inh	HCMV inh	Sm TGR inh
> CC1(C)Cc2c(sc3nc(SCC(=O)O)nc(N)c23)CO1
  -11%	-8%	67%	3%	20	-8%
> CC(=O)Nc1cccc(N2C(=O)CC(N3CCC(C(=O)N4CCCCC4)CC3)C2=O)c1 (centres undefined)
  ?	3%	-27%	2%	50	20µM*
> CCOC1Cc2ccccc2N(C(N)=O)c2ccccc21 (centres undefined)
  ?	7%	-5%	6%	-15	0%
> COCC(=O)Nc1cc(C(=O)OC)cc(C(=O)OC)c1
  -6%	-8%	-16%	2%	-18	-14%
> CCS(=O)(=O)c1ccc2c(c1)N(S(=O)(=O)c1ccc(OC)cc1)CC(C(=O)O)O2 (centres undefined)
  4%	-3%	-22%	14%	62	13%
> Cc1ccc(C2C(C#N)=C(N)N(c3cccnc3)C3=C2C(=O)CCC3)c(C)c1 (centres undefined)
  ?	76%[activator]	2%	-13%	-2	/
> COc1ccc(OCCSc2ncnc3nc[nH]c23)cc1
  ?	42%[activator]	-5%	-22%	86	0%

Arranged by number of heavy atoms (highest first): 13 of the compounds above
Below each compound – AmpC detergent	AMA1-RON2 inh	AmpC inh no detg	Giardia FBPA inh	HCMV inh	Sm TGR inh
> O=C(CCc1ccc(S(=O)(=O)NCCc2ccccc2)cc1)Nc1ccc2c(c1)OCO2
  0%	0%	-42%	-11%	-4	4%
> CC(=O)Nc1cccc(N2C(=O)CC(N3CCC(C(=O)N4CCCCC4)CC3)C2=O)c1 (centres undefined)
  ?	3%	-27%	2%	50	20µM*
> COc1ccc(-n2c(SCc3ccc([N+](=O)[O-])cc3)nnc2-c2ccccc2)cc1
  8%	-18%	-35%	3%	-18	-4%
> CCS(=O)(=O)c1ccc2c(c1)N(S(=O)(=O)c1ccc(OC)cc1)CC(C(=O)O)O2 (centres undefined)
  4%	-3%	-22%	14%	62	13%
> Cc1ccc(C2C(C#N)=C(N)N(c3cccnc3)C3=C2C(=O)CCC3)c(C)c1 (centres undefined)
  ?	76%[activator]	2%	-13%	-2	/
> COc1cccc(NC(=O)[C@@H]2CCC(=O)N2C2OC(=O)c3ccccc32)c1 (some centres undefined)
  ?	8%	-13%	2%	21	-10%
> COc1cccc(-c2nc(CSCC(=O)NCC3CCCO3)c(C)o2)c1 (centres undefined)
  -1%	-6%	27%	0%	35	?
> Cc1ccc(SCC(=O)OCC(=O)NC(C)c2ccc(F)cc2)cc1 (centres undefined)
  -2%	8%	1%	/	10	-2%
> CC(C(=O)N1CCCCC1)N(C)CC(=O)Nc1ccc(Cl)cc1 (centres undefined)
  1%	20%	-3%	6%	-24	?
> CCOc1cc(C(=O)Nc2ccc(F)cc2)cc(Br)c1OC
  -4%	32%[activator]	-23%	-6%	-30	-1%
> COc1ccc(OCCSc2ncnc3nc[nH]c23)cc1
  ?	42%[activator]	-5%	-22%	86	0%
> COCC(=O)Nc1cc(C(=O)OC)cc(C(=O)OC)c1
  -6%	-8%	-16%	2%	-18	-14%
> O=C(Cc1c(F)cccc1Cl)Nc1ccon1
  -14%	-9%	-12%	-5%	11	-15%

Screens (PubChem)
